CHRM1 antagonist – human M1 muscarinic receptor antagonists, primary screen, CHO-K1 cells, Fluo-8 calcium fluorescence, 1536-well | Muscarinic acetylcholine receptor M1 (Homo sapiens), P11229 | CHO-K1 hM1, ACh EC80 antagonist | inhibition, % at 3 µM | 360,000 tested, 1.3% active;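 active = percent inhibition above its own plate's cutoff, namely the mean of that plate's compound wells plus 3 SD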;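 note: peak over basal fluorescence ratio during 140 s after agonist addition; 0% = ACh EC80 plus DMSO and 100% = DMSO alone without agonist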
Target sequence (P11229 whole entry, looked up): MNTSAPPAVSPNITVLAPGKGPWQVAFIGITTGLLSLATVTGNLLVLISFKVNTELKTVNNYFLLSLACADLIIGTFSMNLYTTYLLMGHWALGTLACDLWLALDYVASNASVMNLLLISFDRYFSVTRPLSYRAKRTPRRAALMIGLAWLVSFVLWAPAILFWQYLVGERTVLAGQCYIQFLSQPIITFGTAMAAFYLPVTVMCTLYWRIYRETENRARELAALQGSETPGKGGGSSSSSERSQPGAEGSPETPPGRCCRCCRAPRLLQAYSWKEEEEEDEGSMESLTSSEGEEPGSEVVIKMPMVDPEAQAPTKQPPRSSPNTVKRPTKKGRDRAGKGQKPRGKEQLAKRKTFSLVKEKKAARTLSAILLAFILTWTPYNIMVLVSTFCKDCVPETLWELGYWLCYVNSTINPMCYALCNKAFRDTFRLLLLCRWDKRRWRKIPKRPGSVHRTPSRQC
CHRM4 antagonist – human M4 muscarinic receptor antagonists, primary screen, CHO cells, Fluo-8 calcium fluorescence. Muscarinic acetylcholine receptor M4 (Homo sapiens), P08173. CHO-hM4 cells, ACh EC80. inhibition, % at 3 µM. 360,000 tested, 0.73% active. AID 624125, 2012;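 active = inhibition above its plate's cutoff, the mean inhibition of sample wells plus 3 SD, cut at about 27% in these data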;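 note: 0% = acetylcholine EC80 with DMSO and 100% = DMSO without agonist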
Target sequence (P08173 whole entry, looked up): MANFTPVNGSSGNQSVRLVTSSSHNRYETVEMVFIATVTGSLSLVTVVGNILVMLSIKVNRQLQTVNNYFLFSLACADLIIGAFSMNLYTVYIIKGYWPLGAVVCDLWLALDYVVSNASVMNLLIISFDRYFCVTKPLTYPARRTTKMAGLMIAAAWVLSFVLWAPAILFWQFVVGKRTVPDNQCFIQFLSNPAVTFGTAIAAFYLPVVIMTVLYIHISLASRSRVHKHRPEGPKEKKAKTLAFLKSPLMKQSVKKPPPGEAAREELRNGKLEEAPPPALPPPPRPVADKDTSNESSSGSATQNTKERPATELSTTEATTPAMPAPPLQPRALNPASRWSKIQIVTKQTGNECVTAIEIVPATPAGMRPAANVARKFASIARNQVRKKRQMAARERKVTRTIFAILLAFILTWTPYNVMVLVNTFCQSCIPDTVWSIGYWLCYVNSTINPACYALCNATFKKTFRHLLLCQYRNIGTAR
CHRM1 agonist – human M1 muscarinic receptor agonists, primary screen, Fluo-8 calcium fluorescence, CHO-K1 cells, HTS | 360,000 tested, 0.33% active | CHO-K1 hM1, agonist mode; 0% DMSO, 100% acetylcholine EC100 | activation, % at 3 µM | AID 588814, 2011 | Muscarinic acetylcholine receptor M1 (Homo sapiens), P11229;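 active = activation above the run's mean compound activation plus 3 SD, cut at about 16% in these data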;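 note: peak over basal fluorescence ratio within a 140 s kinetic read after compound addition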
M5 ag – human M5 muscarinic receptor agonists, primary screen, CHO-K1 cells, Fluo-8 calcium fluorescence; Muscarinic acetylcholine receptor M5 (Homo sapiens), P08912; CHO-K1 hM5 cells; 0% DMSO wells, 100% maximal acetylcholine response; activation, % at 3 µM; 360,000 tested, 0.19% active;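 active = activation above the run's mean over test compounds plus 3 SD, cut at about 23% in these data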;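 note: signal is peak over basal fluorescence ratio across the kinetic read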
CHRM1 PAM – human M1 muscarinic receptor positive allosteric modulators, primary screen, CHO-K1 cells, Fluo-8 calcium fluorescence, 1536-well; activation, % at 3 µM; CHO-K1 hM1, ACh EC20; 0% = ACh EC20, 100% = maximal ACh; Muscarinic acetylcholine receptor M1 (Homo sapiens), P11229; 360,000 tested, 0.088% active; in the data active = activation above about 19%, passing the limit was not always enough
M5 antag – human M5 muscarinic receptor antagonists, primary screen, CHO cells, Fluo-8 calcium fluorescence | Muscarinic acetylcholine receptor M5 (Homo sapiens), P08912 | CHO-hM5 cells, ACh EC80 | inhibition, % at 3 µM | 360,000 tested, 0.59% active;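 active = inhibition above a per-plate cutoff, the mean of that plate's test compounds plus 3 SD, cut at about 27% in these data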;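 note: 0% = acetylcholine EC80 with DMSO and 100% = DMSO without agonist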
TAAR1 ag – human TAAR1 agonists, primary screen, Fluo-8 calcium fluorescence, CHO RD-HGA16 cells. Trace amine-associated receptor 1 (Homo sapiens), Q96RJ0. vehicle wells 0%, saturating PEA agonist 100%. activation, % at 3 µM. 360,000 tested, 0.99% active;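 active = activation above the mean activation of all test compounds in the run plus 3 SD, cut at about 38% in these data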
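Assay system – CHO-derived RD-HGA16 cells with stable Gα16 and human TAAR1 · Compound dosing – one-point dosing at 3 µM (nominal) · Incubation – 17-24 h seeding, 75 min 37 °C dye, 30 min RT · Measured by – kinetic Fluo-8 calcium fluorescence · Control set – DMSO vehicle as 0%, PEA at EC100 as 100% · Repeats – single well for each compound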
CHRM4 agonist – human M4 muscarinic receptor agonists, primary screen, CHO-K1 cells, Fluo-8 calcium fluorescence; CHO-K1 hM4/Gqi5; vehicle 0%, full acetylcholine response 100%; activation, % at 3 µM; 360,000 tested, 0.14% active; AID 624127, 2012;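 active = activation above the run mean over all test wells plus 3 SD, cut at about 32% in these data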;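 note: peak over basal fluorescence ratio per well then scaled between controls; 0% = DMSO wells and 100% = acetylcholine at EC100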
M5 PAM – human M5 muscarinic receptor positive allosteric modulators, primary screen, CHO-K1 cells, Fluo-8 calcium fluorescence | Muscarinic acetylcholine receptor M5 (Homo sapiens), P08912 | 360,000 tested, 0.3% active | CHO-K1 hM5, ACh EC20 PAM; 0% = ACh EC20, 100% = ACh EC100 | activation, % at 3 µM | AID 624038, 2012;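 active = activation above the run cutoff, the mean activation of all test compounds plus 3 SD, cut at about 18% in these data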
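Assay system – human M5 receptor in CHO-K1 cells · Read-out – % activation, ACh-normalized · Technique – Fluo-8 calcium fluorescence · Dosing – single-point, 3 µM nominal · Incubation – Fluo-8 loading 80 min at 37 °C plus 30 min room temperature · Repeats – singlicate, one well per test compound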
Numbers without * were called inactive; x = not tested or not shown.

No.	SMILES	CHRM1 antagonist	CHRM4 antagonist	CHRM1 agonist	M5 ag	CHRM1 PAM	M5 antag	TAAR1 ag	CHRM4 agonist	M5 PAM
1	Cc1c(Cl)cccc1NC(CC(=O)c1ccccc1)C(=O)OCC(=O)c1cccs1 (stereo unspecified)	6	19	-4	-2	-3	9	12	1	-9
2	Cc1ccc(-n2c(SCC(=O)Nc3ccc(C(=O)O)cc3)nnc2-c2ccncc2)cc1	-8	2	-3	2	9	5	1	0	4
3	O=C(O)CC1S/C(=N/N=C/c2ccc([N+](=O)[O-])cc2)N(c2ccc(O)cc2)C1=O (stereo unspecified)	0	-8	-3	-2	-3	4	1	0	-3
4	COc1ccc(NC(=O)C(CCS(C)(=O)=O)NC(C)=O)cc1 (stereo unspecified)	-8	-2	-4	-1	5	-9	2	0	-1
5	COc1ccc(-c2ccnc3c(Br)c(C)nn23)cc1	2	3	-7	2	4	0	-1	1	-4
6	N=c1n(CCc2ccccc2)c2ccccc2n1Cc1ccccc1F	9	5	-5	0	-8	3	15	7	1
7	CCc1nnc(NC(=O)c2ccc(S(=O)(=O)N3CCCCC3)cc2)s1	-11	-10	0	1	13	0	6	1	7
8	CC1(C(=O)NS(=O)(=O)C2CC2)CCCN(C(=O)c2cccc(Cl)c2)C1 (stereo unspecified)	-20	-3	-3	0	9	-1	0	1	1
9	CCCCN(CCCC)c1nc(OC)nc(-n2nnc(C(C)=O)c2C)n1	-3	-3	-5	-2	-2	3	2	-2	1
10	Cc1cccn2c(=O)c(/C=C(\C#N)C(=O)NC3CCS(=O)(=O)C3)c(Oc3ccc(F)cc3)nc12 (stereo unspecified)	2	2	-5	-4	3	8	4	2	0
11	Cc1cc2nccc(-c3cccnc3)n2n1	-8	3	0	-2	12	7	1	1	2
12	Cc1ccc(NC(=O)COc2ccccc2)c(NC(=O)c2ccccc2C)c1	-5	3	-4	-3	7	-1	12	2	-8
13	CCCOc1ccc(N2CC(C(=O)NCCc3ccc(OC)c(OC)c3)CC2=O)cc1 (stereo unspecified)	-4	-4	-9	-3	2	-2	-1	1	-1
14	Cc1cccc([C@@H]2[C@@H]3C(=O)N(Cc4ccccc4)C(=O)[C@@H]3[C@]3(Cc4ccc(Cl)cc4)C(=O)N(c4cccc(Br)c4)C(=O)N23)c1	3	-22	-5	1	-4	-2	1	1	10
15	CCC(=O)c1ccc(OC(C)C(=O)NC2(C#N)CCCCC2)cc1 (stereo unspecified)	3	-12	-1	1	2	-2	0	2	0
16	CCOC(=O)N1CCC(NC(=S)Nc2ccc3nc(N4CCN(CC)CC4)cc(C)c3c2)CC1	-18	37*	-7	0	6	3	-6	-2	1
17	Cc1cccc(NC(=O)C2CCCN(S(=O)(=O)c3cccc4cccnc34)C2)c1 (stereo unspecified)	-4	-10	-1	3	-2	2	4	15	-3
18	N#CCCN(Cc1ccccc1)C(=O)Nc1ccc(F)cc1	-4	1	-4	-4	3	9	0	1	1
19	O=S(=O)(c1ccc(Cl)cc1)c1snnc1-c1ccccc1	37*	22	-6	-8	-22	10	10	-3	-22
20	Cc1ccc(-n2ncc3c2ncn2nc(-c4ccco4)nc32)c(C)c1	-5	-4	-3	1	3	1	9	1	-6
21	CCOC(=O)c1ccc(NCc2cccnc2)cc1	-10	-9	-6	3	-1	-11	0	1	-6
22	CCn1c(=O)cc(SCC(=O)Nc2ccc(C)cn2)c2ccccc21	-9	5	-4	-1	9	0	9	1	2
23	COc1cc2c(C(=O)NCc3ccccn3)cn(C)c(=O)c2cc1OC	7	1	-3	1	2	-2	1	1	0
24	N#C/C(=C\c1ccc(O)c([N+](=O)[O-])c1)c1nc2ccccc2s1	18	7	2	14	-10	31*	5	14	-20
25	COc1ccc(NC(=O)CCn2nc(C)cc2C)cc1	-7	1	-5	-1	1	-6	1	0	-4
26	CCCOc1ccc2ccccc2c1/C=N/n1cnnc1	1	-3	-9	-3	5	7	0	-1	-2
27	CC1(c2nnnn2-c2ccc3c(c2)OCCO3)CCC(=O)N1CC(F)(F)F (stereo unspecified)	x	1	x	1	x	-5	1	1	-6
28	Cc1ccc(CNC(=O)CNC(=O)c2c(C)nn(C)c2Cl)cc1	-14	0	0	3	14	4	6	4	7
29	CC(C)(C)c1ccc(S(=O)(=O)NCC(=O)Nc2sc3c(c2C(N)=O)CCCC3)cc1	15	2	-2	-1	-5	7	5	0	0
30	O=C(Nc1ccc(N2CCOCC2)cc1)c1cnccn1	-5	-22	0	2	-1	0	0	1	0
31	Cc1csc(N)n1	-26	-2	0	0	12	5	0	0	-6
32	COc1ccc(-c2c3c(=O)n(C)c(=O)n(C)c3cn2-c2ccccc2O)cc1	1	4	-6	-2	3	4	3	0	9
33	CN1CCN(c2ccncc2S(=O)(=O)N2CCCCC2)CC1	27*	-1	-5	-6	-12	0	1	1	-20
34	COc1ccc(C2=NNC(c3cccnc3)=Nc3ccc(OC)cc32)cc1	-3	0	-5	-3	3	7	2	0	-2
35	Cc1ccccc1/C=N/N1CCN(c2ccccc2)CC1	5	5	-2	1	2	-2	-2	0	-3
36	O=c1cc(CSc2nnc3ccccn23)c2c(ccc3ccccc32)o1	-1	10	-7	1	9	-4	1	2	0
37	Cc1ccc(OC(=O)CCS(=O)(=O)c2ccc(C)cc2)cc1	-27	-1	-2	-3	25*	-6	-2	1	16
38	CC(=O)c1cccc(CN2CCCC(CCC(=O)NCc3ccc(F)c(F)c3)C2)c1 (stereo unspecified)	-4	6	-12	-10	-1	2	5	0	1
39	O=C(c1cc2ccccc2oc1=O)N(c1ccc(Cl)cc1)C1C=CS(=O)(=O)C1 (stereo unspecified)	-5	-1	-4	3	5	3	3	1	-4
40	COc1ccc2c(c1OC)CN(C)CCc1cc3c(cc1C(O)C2)OCO3 (stereo unspecified)	-13	6	-2	-1	15	-2	x	2	2
41	CN(Cc1ccccc1)C(=O)c1nc[nH]c1C(=O)N1CCc2ccccc2C1	-17	3	-3	1	17	-1	5	1	1
42	O=C(Cc1ccccc1)NC(=S)Nc1ccc2oc(-c3ccccc3F)nc2c1	-21	-15	-1	-1	-6	-1	0	1	3
43	COc1cccc(Nc2nc(CC(C)=O)ns2)c1	-3	-2	-2	-3	8	-6	10	3	2
44	C[C@H](CO)N1C[C@H](C)[C@@H](CN(C)S(C)(=O)=O)Oc2c(NC(=O)c3ccncc3)cccc2C1=O	-2	9	-6	6	7	4	8	1	-4
45	C[C@@H]1CN([C@@H](C)CO)C(=O)c2cc(NC(=O)C3CCCCC3)ccc2O[C@@H](C)CCCCO[C@@H]1CN(C)C(=O)CCCN(C)C	-17	-1	-9	0	6	-3	2	1	3
46	Cc1cc(C)cc(NC(=S)N2CCN(S(C)(=O)=O)CC2)c1	5	7	-1	-2	0	3	2	0	1
47	CCN1CCN(CCC(=O)Nc2cccc(C)c2)CC1	-19	0	-5	-2	14	2	3	1	6
48	CCOc1ccc2nnnn2n1	-31	-9	-3	-7	9	2	10	1	-2
49	O=C(Nc1cccc(Cl)c1)c1csc([C@@H]2O[C@H](CO)[C@H](O)[C@H](O)[C@H]2O)n1	-16	-3	-1	0	2	0	0	0	0
50	O=C(Nc1nccs1)c1ccc2sc([C@H]3C[C@H](O)[C@@H](CO)O3)nc2c1	2	-12	-1	2	-3	3	3	4	-3
51	COc1nccnc1NS(=O)(=O)c1ccc(NC(=S)NC(=O)/C=C/c2ccccc2)cc1	11	2	-2	-2	-5	12	25	2	4
52	COc1cccc(CNC(=O)Cc2nc3nc(C)cc(C)n3n2)c1	0	-3	-6	2	2	4	36	2	-4
53	COc1ccc(/C=N/NC(=O)c2cc3c(ccc4ccccc43)o2)c(OC)c1	25	-3	-5	-4	-11	2	1	10	-10
54	COc1ccc(-c2nnc(SCC(=O)NC(=O)NCc3ccccc3)o2)cc1	-15	5	-3	-3	9	2	28	0	1
55	COc1cccc(CN2CC(C(=O)N(C)CCc3ccccc3)CCC2=O)c1 (stereo unspecified)	-6	6	0	0	1	-9	4	0	-1
56	COc1ccccc1N(CC(=O)NCc1ccc(F)cc1)C(=O)CCC(=O)Nc1nccs1	-7	-3	4	6	18	8	4	6	1
57	COc1ccc(OC)c(NC(=O)C2(C)CCN2C(=O)C(C)(C)c2ccccc2)c1 (stereo unspecified)	-4	-2	-7	-3	-4	-1	-1	2	-2

2 compounds picked at random from those above:
No.	SMILES	CHRM1 antagonist	CHRM4 antagonist	CHRM1 agonist	M5 ag	CHRM1 PAM	M5 antag	TAAR1 ag	CHRM4 agonist	M5 PAM
50	O=C(Nc1nccs1)c1ccc2sc([C@H]3C[C@H](O)[C@@H](CO)O3)nc2c1	2	-12	-1	2	-3	3	3	4	-3
54	COc1ccc(-c2nnc(SCC(=O)NC(=O)NCc3ccccc3)o2)cc1	-15	5	-3	-3	9	2	28	0	1

An excerpt; the hit share may differ from the screen's.
